Screening data from PubChem BioAssay.
Mdm2 MdmX PPI: inhibitors of human Mdm2/MdmX interaction; O15151+Q00987; SaOS-2 split-luciferase Mdm2/MdmX complementation, luminescence; inhibition, % at 8 µM; 3% of 330,000 active;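 active = inhibition of at least 50% at 8 µM in the primary screen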
tim23-1 inh: tim23-1 yeast growth inhibition; S. cerevisiae tim23-1 growth, BacTiter-Glo luminescence, 24 h; inhibition, % at 20 µM; 1.3% of 330,000 active;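 active = growth inhibition of the mutant yeast at or above 50%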;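 also: temperature-sensitive mutant grown at 25 °C; plate controls were DMSO-treated mutant yeast for no effect and medium wells lacking yeast for full effect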
CHOP UPR activ: apoptotic UPR (CHOP) activation; activation, % at 10 µM; 0.34% of 330,000 active; AID 449763; CHO-CHOP luciferase reporter, luminescence; percent of tunicamycin response over DMSO baseline;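 active = at 10 µM dose, activation of 40% or more, normalized to positive control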;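 also: 100% = tunicamycin at 10 µg/mL and 0% = DMSO alone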
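Dosing – one dose, 10 µM in 0.5% DMSO · System – CHO-CHOP cells, stable luciferase reporter of PERK-eIF2a-CHOP signalling · Input – 500 cells/well · Control set – tunicamycin 10 µg/mL final as positive, DMSO-only wells as negative · Timing – 6 h compound treatment, 37 °C · Measure – % activation vs tunicamycin · Technique – luminescence read with Steady-Glo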
XBP1 UPR activ: adaptive UPR (XBP1) activation | CHO-XBP1 luciferase reporter, IRE1-XBP1 UPR activation, luminescence; percent of tunicamycin response, DMSO as zero | AID 463104 | activation, % at 20 µM | 0.33% of 330,000 active;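 active = versus positive control, 20 µM dose yields 30% or more activation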;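 also: 100% = tunicamycin at 10 µg/mL and 0% = DMSO only wells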
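Assay system: CHO-XBP1 luciferase reporter cells; Schedule: 6 h treatment, 37 °C; Detection: glow luminescence from Steady-Glo reagent; Benchmarks: high control tunicamycin 10 µg/mL final, low control DMSO vehicle only.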
APJ antagonist: blocks the human apelin receptor APJ. CHO-K1 APJ beta-arrestin complementation, luminescence. inhibition, % at 20 µM. AID 2521. P35414. 0.32% of 330,000 active;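 active = inhibition above about 40% at 20 µM, limit read from the data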;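 also: cells challenged with 10 nM apelin-13 agonist together with compound; plate controls were apelin-13 plus DMSO wells for no effect and DMSO wells lacking apelin-13 for full effect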
Target sequence (P35414 whole entry, looked up): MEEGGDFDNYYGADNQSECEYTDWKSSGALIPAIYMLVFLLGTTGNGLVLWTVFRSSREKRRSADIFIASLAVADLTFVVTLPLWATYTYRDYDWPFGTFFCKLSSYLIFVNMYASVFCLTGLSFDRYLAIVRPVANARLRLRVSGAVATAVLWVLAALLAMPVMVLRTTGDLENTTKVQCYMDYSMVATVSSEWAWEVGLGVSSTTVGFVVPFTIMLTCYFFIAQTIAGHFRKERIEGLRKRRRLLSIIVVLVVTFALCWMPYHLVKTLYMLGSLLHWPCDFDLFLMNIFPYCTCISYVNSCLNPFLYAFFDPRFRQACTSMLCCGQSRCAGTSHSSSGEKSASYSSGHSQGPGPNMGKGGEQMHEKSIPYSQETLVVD
TIM10 inh: growth inhibitors of TIM10 yeast strain; S. cerevisiae TIM10 strain growth, BacTiter-Glo luminescence, 24 h; 1.4% of 330,000 active; inhibition, % at 10 µM;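 active = inhibition of 40% or more at the single tested concentration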;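 also: wild-type TIM10 isogenic control strain grown at permissive 25 °C; 0% = DMSO yeast wells and 100% = minimal medium wells without yeast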
CXCR6 inh: CXCR6 (human) receptor inhibition. O00574. CHO-K1 PathHunter CXCR6 beta-arrestin, luminescence. inhibition, % at 20 µM. 0.36% of 360,000 active. AID 602244; in the data active = inhibition above about 34%, passing the limit was not always enough;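 also: antagonist mode with CXCL16 agonist at 10 nM final; 0% = 10 nM CXCL16 with DMSO and 100% = unstimulated wells without agonist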
Target sequence (O00574 whole entry, looked up): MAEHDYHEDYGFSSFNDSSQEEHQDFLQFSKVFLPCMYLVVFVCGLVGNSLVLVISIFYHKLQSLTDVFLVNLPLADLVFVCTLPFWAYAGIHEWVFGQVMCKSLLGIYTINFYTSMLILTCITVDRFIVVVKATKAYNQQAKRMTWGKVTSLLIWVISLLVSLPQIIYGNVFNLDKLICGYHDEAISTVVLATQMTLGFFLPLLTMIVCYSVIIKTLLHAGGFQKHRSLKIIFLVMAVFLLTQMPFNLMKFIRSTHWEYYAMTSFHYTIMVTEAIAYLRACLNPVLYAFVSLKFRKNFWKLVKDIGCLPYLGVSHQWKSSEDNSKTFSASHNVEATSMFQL
APJ ag: activates the human apelin receptor APJ | P35414 | CHO-K1 APJ PathHunter beta-arrestin, luminescence; 0% DMSO wells, 100% apelin | activation, % at 20 µM | 0.11% of 330,000 active | AID 2520;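 active = activation more than six SD over the plate average, tested at 20 µM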;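 also: 0% = DMSO alone and 100% = apelin-13 at 10 nM; some results filed as inactive read as strong as hits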
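Assay system: engineered CHO-K1 APJ arrestin reporter cells; Amount: 1000 CHO-K1 reporter cells seeded per well; Dosing: one dose, 20 µM compound, 1% DMSO; Times: compound stimulation 90 min at 25 °C, detection 60 min; Measured by: luminescent beta-gal fragment complementation, chemiluminescent substrate; Read-out: APJ–arrestin association signal; Controls: DMSO vs Apelin-13 10 nM.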
tim10-1 inh: inhibits growth of tim10-1 mutant yeast. S. cerevisiae tim10-1 ts strain growth, BacTiter-Glo, 24 h. inhibition, % at 20 µM. 2.2% of 330,000 active. AID 463190;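 active = inhibition of at least 40%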;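 also: mutant grown at 25 °C; 0% = DMSO wells with yeast and 100% = wells holding no yeast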
Numbers without * were called inactive; . = no result given. These rows are one share of the data, so the mix of outcomes need not match the whole.

Structure,Mdm2 MdmX PPI,tim23-1 inh,CHOP UPR activ,XBP1 UPR activ,APJ antagonist,TIM10 inh,CXCR6 inh,APJ ag,tim10-1 inh
C[C@@]12CCC3[C@@](CC[C@@H]4[C@](C)(C(=O)O)CCC[C@@]34C)(C[C@H]1O)C2 (stereo partly drawn),7.5,28.9,-0.3,0.0,4.6,26.0,-1.8,-3.1,22.4
CN(C)c1ccc(/C=[N+](\[O-])C2N(c3ccccc3)C(=S)SC2(C)C)cc1 (stereo not drawn),4.9,15.5,0.0,0.9,4.9,-3.7,-2.8,4.9,18.5
CSc1nc(C)c2c(n1)N(c1ccc(C(F)(F)F)cc1)CC2,14.5,1.1,-2.3,0.1,4.1,10.3,-2.4,-1.3,2.7
C[C@]12c3[nH]c4ccccc4c3CCN1C(=O)C(CC(=O)NCCc1ccccn1)C[C@@H]2C(=O)N1CCCCC1 (stereo partly drawn),12.0,-0.2,-1.5,-1.3,-7.2,7.3,1.0,-1.2,-2.7
CCC(C)NC(=O)CSc1nnc(-c2ccncc2)n1-c1ccc(OC)cc1 (stereo not drawn),10.5,14.1,-0.7,-2.1,-7.6,-13.2,2.4,4.9,0.7
CS(=O)(=O)Nc1ccc(C(=O)Nc2ccc3c(c2)OCO3)cc1,0.0,-11.2,0.9,-2.0,-7.5,3.7,-3.3,-4.2,3.8
COCCCNC(=O)CN(c1cc(Cl)ccc1OC)S(=O)(=O)c1ccc(C)c([N+](=O)[O-])c1,8.9,12.1,-1.0,-2.1,2.4,4.3,-0.6,0.1,21.2
COc1ccc(-c2nn(CCC(=O)O)cc2/C=N/NC(N)=S)cc1,11.7,-10.4,-0.8,0.2,-5.7,-8.1,-0.2,-3.4,8.8
O=C(COc1ccccc1-c1ccccc1)NCc1cccc(Cl)c1,17.3,24.2,5.3,-1.8,-17.5,5.4,-4.3,3.2,23.9
CC(=O)n1nc(-c2ccco2)nc1SCc1ccccc1,-12.0,35.0,1.5,1.3,5.7,13.6,3.6,-3.6,15.2
COc1cc(CCC(=O)OCC(=O)Nc2cccc(S(N)(=O)=O)c2)cc(OC)c1OC,-17.4,10.3,2.9,-0.5,-1.7,-3.9,-8.4,0.1,4.7
CCN(CC)S(=O)(=O)c1ccc(Cl)c(C(=O)N2CCc3ccccc32)c1,44.9,21.1,-1.4,-6.9,-24.8,-10.7,0.0,-1.7,20.2
CC(=O)OCC1OC(Nc2cccc(C)c2)C(OC(C)=O)C(OC(C)=O)C1OC(C)=O (stereo not drawn),3.7,3.0,0.8,-0.1,3.6,14.0,2.3,3.1,14.4
CCOc1cc(/C=N\Nc2ncc(F)c(N3CCOCC3)n2)ccc1Oc1nc(Cl)ncc1F,38.2,12.1,2.0,5.1,-4.5,7.5,0.0,-3.6,-1.2
CCc1ccccc1NC(=O)CCS(=O)(=O)c1ccc2c(c1)CCCN2C(C)=O,9.0,-4.1,0.5,-4.5,8.6,-4.5,-1.9,-1.2,-15.0
COc1cc2ccccc2cc1C(=O)Nc1ccncc1,-27.3,23.4,3.5,1.0,-18.7,4.5,-14.2,2.7,14.0
CCOC(=O)/C=C/C(=O)Nc1ccc(S(=O)(=O)Nc2cc(C)on2)cc1,13.1,-3.2,0.0,-3.7,5.3,-4.8,5.7,-2.3,2.5
COC(=O)Nc1ccc(S(=O)(=O)N2CCCCC2)cc1,15.6,4.8,-2.0,-2.5,-24.4,-4.6,-3.1,2.4,18.7
c1ccn2cc(-c3ccc4c(c3)OCCO4)nc2c1,50.2*,31.1,-7.2,-13.7,-1.6,12.0,-6.3,-1.8,19.4
Cc1ccc(NC(=O)Cc2ncon2)cc1Cl,6.4,9.5,1.0,-2.9,-11.1,-19.3,6.2,3.2,1.0
Cc1sc2ncnc(Sc3nnnn3-c3ccc(Cl)cc3)c2c1C,100.6*,1.1,15.6,-1.5,4.5,13.5,-1.4,0.1,26.8
c1ccc(Oc2cc(-c3ccccc3)ncn2)cc1,-3.2,25.4,6.5,2.5,7.4,0.7,2.8,-3.7,14.5
Cc1cc(C)n(CCSCC(=O)O)n1,-4.9,-18.2,-2.0,-2.7,1.1,-9.2,-4.2,-3.4,-2.9
Cc1cccn2c(CNCCCn3ncc4ccccc43)c(C(=O)N3CCCCC3)nc12,-17.4,21.7,-2.0,1.1,-21.8,5.6,2.8,0.1,17.4
CC(OC(=O)C1CC(O)CN1S(=O)(=O)c1ccccc1[N+](=O)[O-])C(=O)N1CCCCC1 (stereo not drawn),14.2,6.8,-2.0,-1.2,0.7,3.5,2.7,-1.2,13.6
Cc1nc(N)sc1-c1csc(Nc2cccc(O)c2)n1,-17.9,6.7,7.2,-3.0,18.0,-1.1,5.7,-3.4,-0.8
O=c1cc(NCc2ccccc2)nc2n1CCCS2,-33.0,18.5,6.0,-0.1,-2.1,-10.3,0.6,4.6,12.5
CCOC(=O)c1cc2sc(C)cc2n1CC(=O)N1CCN(C(=O)c2ccco2)CC1,7.9,8.8,-1.4,-4.3,-6.5,14.5,3.3,-4.2,8.1
CC1=C(C(=O)Nc2ccc(C)cc2C)C(c2ccc(C)o2)NC(=S)N1 (stereo not drawn),6.5,12.9,0.5,-2.4,1.2,-4.3,-0.2,-2.5,24.1
CC(C)c1ccccc1NC(=S)NC1CCCCC1,-2.1,14.4,-1.4,-2.2,9.8,46.2*,8.8,1.8,37.0

Compound profiles, as listed above. Order of screens: Mdm2 MdmX PPI | tim23-1 inh | CHOP UPR activ | XBP1 UPR activ | APJ antagonist | TIM10 inh | CXCR6 inh | APJ ag | tim10-1 inh
Cc1cc(C)n(CCSCC(=O)O)n1 as listed: -4.9 | -18.2 | -2.0 | -2.7 | 1.1 | -9.2 | -4.2 | -3.4 | -2.9
C[C@@]12CCC3[C@@](CC[C@@H]4[C@](C)(C(=O)O)CCC[C@@]34C)(C[C@H]1O)C2 (stereo partly drawn) as listed: 7.5 | 28.9 | -0.3 | 0.0 | 4.6 | 26.0 | -1.8 | -3.1 | 22.4

Remaining list, next part.
Structure,Mdm2 MdmX PPI,tim23-1 inh,CHOP UPR activ,XBP1 UPR activ,APJ antagonist,TIM10 inh,CXCR6 inh,APJ ag,tim10-1 inh
Cc1ccc(NC(=O)c2cccc(Cl)c2)nc1,8.9,1.7,1.2,2.8,8.6,-8.5,-0.3,-1.0,8.2
C[C@@H]1C=C(C(=O)NCc2nc3ccccc3[nH]2)O[C@H](OCCCCO)C1,3.8,18.8,-0.4,-0.6,-7.6,-6.6,-3.2,-1.1,5.8
N#C/C(=C\c1cn(Cc2ccc(C#N)cc2)c2ccccc12)C(=O)NCc1cccs1,46.3,17.0,5.2,6.8,-13.8,4.9,1.3,-3.0,21.4
COc1ccc(NC(=O)c2cccc(N3C(=O)C4CCC(C)CC4C3=O)c2)c(OC)c1 (stereo not drawn),-2.4,14.3,-1.9,-3.0,3.8,-17.0,-0.9,-1.6,11.5
COc1ccc(-c2[nH]ncc2CN(C)CCN2CCOCC2)cc1F,-6.4,3.3,-1.2,-2.5,2.7,-15.0,0.5,2.0,-8.0
COCCn1c(C)cc2c(c1=O)C(c1ccco1)C(C#N)=C(N)O2 (stereo not drawn),-7.9,-8.3,-1.0,-3.5,20.2,-17.5,-10.7,-2.5,9.9
O=C(Nc1ccon1)Nc1ccc(F)cc1F,-3.5,-1.8,0.3,-2.5,6.7,18.9,-6.1,-0.1,6.2
CCOC(=O)N1CCN(C(=O)CCC2CCCC2)CC1,10.6,-3.6,-0.8,-0.4,-14.3,-10.3,-9.4,-1.5,-5.8
Cc1cc(C)c(S(=O)(=O)N2CCCC2=O)c(C)c1N(C)S(C)(=O)=O,-27.0,1.5,-0.7,-3.4,5.8,-6.5,2.4,-0.5,-1.9
S=C(NCCNC(=S)Nc1ccccc1)Nc1ccccc1,7.5,-6.2,1.0,-7.0,-2.9,-0.8,2.8,1.3,17.6
O=C(COC(=O)Cn1nnc2ccccc21)NC1CCCC1,6.9,-1.4,1.9,0.4,11.1,7.6,-2.5,-1.5,-11.8
O=C1OCCN1C(=O)[C@H]1[C@H](c2ccc(F)cc2)C(c2ccccc2)=NN1c1ccccc1,-0.4,71.6*,-0.3,-2.3,.,-2.6,8.7,.,16.3
O=C(O)c1ccc(NS(=O)(=O)c2cccc(C(=O)Nc3ccccc3[N+](=O)[O-])c2)cc1,-27.6,-8.5,1.0,-2.4,-19.5,7.8,-1.0,3.5,3.3
Cc1nn(-c2ccccc2)c(C)c1[N+](=O)[O-],-2.8,-4.0,1.0,-1.9,3.7,-18.5,0.2,-0.6,-7.7
COc1ccc(C(=O)O)cc1S(=O)(=O)NCc1cccnc1,11.7,-0.9,0.0,-7.0,7.0,3.7,2.4,-4.3,-15.0
CCOc1ccc2oc(C(=O)NC3CCN(Cc4ccccc4)CC3)c(C)c2c1,27.7,-8.4,-0.7,-3.0,-3.3,10.0,-0.3,-2.7,1.5
O=C(Nc1nc(-c2ccc(S(=O)(=O)N3CCCC3)cc2)cs1)c1cccs1,42.0,5.9,0.4,1.3,-23.1,-0.5,2.5,3.2,18.9
O=C1/C(=C\c2ccc(O)cc2)SC(=S)N1c1cccnc1,1.0,-8.2,1.6,3.9,56.9*,-6.2,49.4*,-10.9,14.4
CC(=O)c1sc(-c2ccccc2)cc1NS(=O)(=O)c1ccccc1,3.5,-12.8,0.4,2.1,0.9,-11.7,8.9,-5.6,-6.4
O=C(NCc1cccc(C(F)(F)F)c1)C1CCCN(c2ncccn2)C1 (stereo not drawn),4.2,4.2,0.2,-2.1,20.5,-8.2,-2.7,-2.4,23.8
COCCNC(=O)CN1N=C(c2ccc(C)cc2)CCC1=O,9.4,12.6,-0.5,0.2,2.7,-6.9,5.6,0.1,12.3
CCCc1cc(=O)[nH]c(SCc2nc3ccccc3s2)n1,23.7,26.8,-0.7,2.5,15.1,36.6,-6.3,-3.6,33.8
CN(C)c1ccc(C=NC(CO)C(O)c2ccc([N+](=O)[O-])cc2)cc1 (stereo not drawn),12.7,-2.9,0.8,-5.1,8.3,4.2,1.1,3.6,-13.7
COc1ccc(C(=O)c2cc([N+](=O)[O-])ccc2N2CCN(C)CC2)cc1,48.7,7.1,-1.1,1.6,-9.8,5.1,7.4,-4.5,23.1
Cc1ccc(OCc2cc(C(=O)N(CCO)Cc3cccs3)no2)cc1C,-28.3,6.5,4.0,-2.2,1.8,-7.3,-3.5,-0.7,20.2
O=C(CNC(=S)N(Cc1ccccc1)Cc1cccnc1)N1CCOCC1,2.3,0.7,-2.4,-0.6,-9.1,-2.7,-0.2,1.2,5.1

Taken from above:
O=C(CNC(=S)N(Cc1ccccc1)Cc1cccnc1)N1CCOCC1 – tim10-1 inh: 5.1
CC(=O)c1sc(-c2ccccc2)cc1NS(=O)(=O)c1ccccc1 – XBP1 UPR activ: 2.1
